Assay outcomes deposited in PubChem BioAssay by National Center for Advancing Translational Sciences (NCATS).
KDM5B inh: Primary screen for KDM5B Histone Demethylases FDH-coupled qHTS | KDM5B demethylase, FDH-coupled NADH fluorescence (FDH is formaldehyde dehydrogenase) | AID 1347165, 2019 | Potency, µM (series often up to 57.7 µM), for inactives: at the highest dose activity change, negative = inhibition, most hits filed as inhibitors | 2.6% of 220,000 active | Lysine-specific demethylase 5B (Homo sapiens), Q9UGL1; active means well fitted inhibition curve with a large enough effect; inconclusive means small, poorly fitted or top-dose-only effect; inactive means no such curve, though single readings can be large or run the other way; further: 0% is about no effect; nearly all actives have a fitted effect of over 70% in size
Target sequence (Q9UGL1 whole entry, looked up): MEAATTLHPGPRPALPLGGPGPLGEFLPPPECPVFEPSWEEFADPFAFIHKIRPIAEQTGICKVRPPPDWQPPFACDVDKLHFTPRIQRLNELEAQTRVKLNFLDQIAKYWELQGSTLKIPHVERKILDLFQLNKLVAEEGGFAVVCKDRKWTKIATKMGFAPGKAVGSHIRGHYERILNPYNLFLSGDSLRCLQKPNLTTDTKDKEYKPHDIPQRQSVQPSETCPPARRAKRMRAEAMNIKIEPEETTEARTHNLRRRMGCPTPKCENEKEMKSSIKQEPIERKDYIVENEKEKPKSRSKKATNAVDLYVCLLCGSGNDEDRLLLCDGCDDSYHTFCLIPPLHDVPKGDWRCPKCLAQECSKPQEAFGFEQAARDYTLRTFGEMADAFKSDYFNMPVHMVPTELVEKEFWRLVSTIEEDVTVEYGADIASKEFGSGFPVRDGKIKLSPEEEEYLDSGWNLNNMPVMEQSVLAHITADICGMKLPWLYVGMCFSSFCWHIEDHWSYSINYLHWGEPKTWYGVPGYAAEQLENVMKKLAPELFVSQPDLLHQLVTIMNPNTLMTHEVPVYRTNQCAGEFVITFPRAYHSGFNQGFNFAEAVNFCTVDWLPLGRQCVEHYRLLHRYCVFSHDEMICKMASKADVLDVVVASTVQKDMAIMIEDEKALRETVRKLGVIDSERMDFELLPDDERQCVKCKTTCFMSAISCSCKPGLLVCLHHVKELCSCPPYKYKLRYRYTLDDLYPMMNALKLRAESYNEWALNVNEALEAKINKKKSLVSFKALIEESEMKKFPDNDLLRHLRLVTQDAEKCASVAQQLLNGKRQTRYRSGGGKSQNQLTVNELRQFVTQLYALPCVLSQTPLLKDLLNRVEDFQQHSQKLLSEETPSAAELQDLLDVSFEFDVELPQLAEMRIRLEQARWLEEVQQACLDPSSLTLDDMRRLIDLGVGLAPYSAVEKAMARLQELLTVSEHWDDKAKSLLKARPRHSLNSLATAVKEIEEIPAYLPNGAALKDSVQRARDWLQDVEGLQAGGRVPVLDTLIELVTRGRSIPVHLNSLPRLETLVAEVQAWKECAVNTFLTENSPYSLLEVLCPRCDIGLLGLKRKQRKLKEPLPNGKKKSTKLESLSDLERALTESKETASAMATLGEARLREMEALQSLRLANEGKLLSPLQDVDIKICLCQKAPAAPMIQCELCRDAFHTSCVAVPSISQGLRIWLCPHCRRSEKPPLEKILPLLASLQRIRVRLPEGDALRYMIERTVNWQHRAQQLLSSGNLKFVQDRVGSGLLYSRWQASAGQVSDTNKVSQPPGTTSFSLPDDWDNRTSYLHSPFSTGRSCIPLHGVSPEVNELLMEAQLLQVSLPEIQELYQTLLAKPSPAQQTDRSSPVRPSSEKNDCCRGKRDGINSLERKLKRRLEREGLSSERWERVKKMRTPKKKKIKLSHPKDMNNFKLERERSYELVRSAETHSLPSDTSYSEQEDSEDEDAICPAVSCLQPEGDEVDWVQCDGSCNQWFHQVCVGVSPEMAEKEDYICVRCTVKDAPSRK
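KDM5BΔAP (200 nM final) in 50 mM HEPES pH 7.5, 0.01% Tween-20 was preincubated 10 min at RT with compound over a concentration range. Substrate mix (H3K4me3 12.5 µM, α-KG 25 µM, Fe²⁺, ascorbate, NAD⁺, FDH) was added, and NADH fluorescence change over 30 min gave dose-response curves.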
An asterisk follows results filed as active; i = inactive; ? = inconclusive; [ ] = remark or other dose. Potency means the concentration at half of the fitted maximal effect. Not all compounds are listed, so the mix of outcomes need not match the whole.

| SMILES | KDM5B inh |
| --- | --- |
| COc1ccc(-c2nn(-c3ccc(C)cc3C)c(OC(C)=O)c2-c2ccc(NC(C)=O)cc2)c(OC)c1 | 31.6µM* |
| CCCC(=O)N1c2ccccc2-c2nnc(SC)nc2OC1c1sccc1C (stereo not drawn) | 7.1%[11.5 µM] |
| CC(C)NC(=O)N1CCCC1c1noc(CCC(=O)NC2CC2)n1 (stereo not drawn) | -16.5% |
| NC(C(=O)N1CCC2(CC1)CN(C(=O)Cc1cccc(Cl)c1)CCO2)c1ccccc1 (stereo not drawn) | 17.1%[115 µM] |
| COC(=O)[C@]12C[C@H](CC(=O)NCCC(C)C)C(=O)N(CCc3ccc(OC)c(OC)c3)C1=C[C@H](C(C)C)O[C@@H]2C1CC1 | -14.9% |
| CCC(=O)N1CCC([C@H]2[C@@H](OC)C(=O)N2C(C)C)CC1 | -6.2% |
| COc1ccc(-n2nc(C3CCCN(Cc4cccs4)C3)[nH]c2=O)cc1 (stereo not drawn) | -7.1% |
| O=C(CC1C(=O)NCCN1C(=O)CN1CCN(c2ncccn2)CC1)Nc1ccc2c(c1)OCO2 (stereo not drawn) | 7.8% |
| COCCNC(=O)[C@@H]1C[C@@H](O)CN1C1CCN(C(=O)COc2ccccc2)CC1 | -25.4% |
| CC1=NS(=O)(=O)N(Cc2ccccc2)C=C1C(=O)OCc1nc(-c2ccc(F)cc2)no1 | -6.8% |
| Cc1ccc(C(NC(=O)c2ccccc2)c2cccnc2)cc1C (stereo not drawn) | 27.6% |
| Cc1cccc(NC(=O)C(=O)NCC(c2ccc3c(c2)OCO3)N2CCOCC2)c1C (stereo not drawn) | -3.8% |
| COc1ccc(/C=C(/F)c2nc3ccccc3s2)cc1 | ? |
| Cc1c(-c2ccccc2)oc2c(C(=O)NCCCN3CCCCC3)cccc2c1=O | 18.0% |
| Cc1cc(NC(=O)Cn2nc3n(c2=O)CCCC3)no1 | 20.9% |
| C[C@]1(CO)[C@H]2Cc3sc(NC(=O)c4ccc(F)cc4)nc3[C@@H](CC(=O)NC3CCCC3)[C@]2(C)CC[C@H]1O | ? |
| COCCn1cnnc1SCC(=O)c1cccc(OC)c1 | -9.2% |
| CCc1nccn1CC(=O)N1CCC2(CC1)[C@H](O)C[C@@H]2O | -22.7% |
| Nc1c(C(=O)NC2CCCC2)nnn1-c1ccccc1 | 19.3% |
| CCCn1cnc2cc(NCc3ccccn3)ccc21 | ? |
| CCC(=O)Nc1ccc2nc(SCc3ccc(F)c4ccccc34)sc2c1 | 10.2% |
| COc1cccc(Cn2c(CNS(=O)(=O)c3ccc(Cl)s3)nc3cccnc32)c1 | -28.5% |
| O=C(COC(=O)c1ccccc1)c1ccc(-c2ccccc2)cc1 | -10.1% |
| CCC[C@H]1CN(C(=O)c2ccc3c(c2)nc(NCCOC)n3C)C[C@@H]1N | -29.9% |
| Cc1ccc(-n2c(SCC(=O)Nc3cccc(F)c3)nc3c(oc4ccccc43)c2=O)cc1C | -92.7% |
| CN(c1ncccc1CNC(=O)c1ccc2c(c1)OCO2)C1CCCCC1 | -8.0% |
| Cc1ccc(NC(=O)CSc2ncccc2C#N)cc1C | -13.7% |
| O=C(NCCCN1CCCc2ccccc21)c1ccc(N2CC3CC(C2)[C@H]2CCCC(=O)N2C3)nc1 (stereo partly drawn) | ? |
| Cc1ccc(C)c(C(=O)N2CCN(C(=O)c3nnn4c3COC(c3ccc(Cl)cc3)C4)CC2)c1 (stereo not drawn) | 11.5% |
| COc1ccccc1C(=O)N1CC(c2nnc(-c3ccncc3)o2)C2(CCOCC2)C1 (stereo not drawn) | 16.0% |

A draw from above in order of heavy-atom count, lowest first.
| SMILES | KDM5B inh |
| --- | --- |
| CCC(=O)N1CCC([C@H]2[C@@H](OC)C(=O)N2C(C)C)CC1 | -6.2% |
| Cc1ccc(NC(=O)CSc2ncccc2C#N)cc1C | -13.7% |
| COc1ccc(-n2nc(C3CCCN(Cc4cccs4)C3)[nH]c2=O)cc1 (stereo not drawn) | -7.1% |
| CCCC(=O)N1c2ccccc2-c2nnc(SC)nc2OC1c1sccc1C (stereo not drawn) | 7.1%[11.5 µM] |
| COc1cccc(Cn2c(CNS(=O)(=O)c3ccc(Cl)s3)nc3cccnc32)c1 | -28.5% |
| Cc1ccc(C)c(C(=O)N2CCN(C(=O)c3nnn4c3COC(c3ccc(Cl)cc3)C4)CC2)c1 (stereo not drawn) | 11.5% |
| O=C(NCCCN1CCCc2ccccc21)c1ccc(N2CC3CC(C2)[C@H]2CCCC(=O)N2C3)nc1 (stereo partly drawn) | ? |

Additional compounds:
| SMILES | KDM5B inh |
| --- | --- |
| Clc1ccccc1-c1nc(N2CCCCC2)c2ccccc2n1 | -18.6% |
| COc1ccc(-n2ccn(Cc3ccccc3C)c(=O)c2=O)cc1 | -9.4% |
| Cc1ccc2c(Cl)c(C(=O)NCC(c3ccco3)N3CCCC3)sc2c1 (stereo not drawn) | -2.4% |
| O=C([C@@H]1C[C@H](c2ccc(F)cc2)N(Cc2ccccc2Cl)C1)N1CC(O)C1 | ? |
| O=C(O)c1cccc(S(=O)(=O)Nc2cccc3ccccc23)c1 | 3.9% |
| Cc1ccc(CSc2cn(CCNC(=O)c3cccs3)c3ccccc23)cc1 | ? |
| C=CCNC(=O)N1CC[C@H]2CC(=O)N(CCN3CCNC3=O)CC[C@H]2C1 | 23.4%[86.2 µM] |
| CC(C)=NNC(=O)c1ccccc1 | 6.3% |
| O=C(c1c(F)cccc1Cl)N1CCC2(CC1)OCCN2S(=O)(=O)c1ccccc1 | 6.2% |
| S=C(NCC(c1ccccc1)c1ccccc1)Nc1ccc(Cl)cc1 | -2.7% |
| COCCc1nncn1C1CCN(S(=O)(=O)c2ccc(F)c(F)c2)CC1 | 3.1% |
| CC(=O)Nc1ccc(NC(=O)COC(=O)c2ccccc2Sc2ccccc2C#N)cc1 | 10.8% |
| Cc1ccc(OCCN2CCC3(CC2)C(C(=O)O)CC(=O)N3C)c(C)c1 (stereo not drawn) | ? |
| O=C(CCc1cc2n(n1)CCN(C(=O)C1Cc3ccccc3O1)C2)NC1CC1 (stereo not drawn) | 6.8% |
| Cc1ccc(Cl)cc1NC(=O)Cn1nc2c(cc1=O)CCCCC2 | 50.0%[activator] |
| O=C(CCc1ccc2c(c1)CN(C(=O)C1CC1)CCO2)NCc1cc(F)cc(F)c1 | -5.9% |
| O=C(CN1C(=O)NC2(CCCCC2)C1=O)Nc1ccccc1F | -12.7% |
| Cc1cccc(NC(=O)N2CCC3(CC2)CC(N2CCOCC2)CCO3)c1 (stereo not drawn) | 4.1% |
| CC#CC(=O)N1CCC(n2nccc2NC(=O)c2ccc3c(c2)OCO3)CC1 | -18.4% |
| Cn1nccc1C(=O)N1CCC2(CCCN(Cc3cccc(F)c3F)C2=O)C1 (stereo not drawn) | 11.8% |
| CN(C)C[C@@H]1CN(C)C[C@H]1NC(=O)c1cnn(C)c1 | ? |
| O=C(NCc1ccccc1)C1CN(S(=O)(=O)c2cccnc2)CC12CCCCC2 (stereo not drawn) | 37.3%[activator] |
| O=C(N1CCCCC1)C1(c2ccc(Cl)cc2)CCOCC1 | -12.5%[149 µM] |
| Cc1ccc(-c2nnc(N3CCCCCC3)c3ccccc23)cc1 | -32.6% |
| CN(CC(=O)Nc1ccc(F)cc1)Cc1nc2ccccc2c(=O)[nH]1 | 1.2% |
| O=C(NC1C[C@H]2CC[C@@H](C1)N2C(=O)CC1CCCC1)c1ccncc1 (stereo partly drawn) | -1.8% |
| Cc1ccccc1C(=O)NCc1cccnc1Oc1cccc(C(F)(F)F)c1 | 16.0% |
| CN1CC(=O)N(c2ccc(Cl)cc2)Cc2c1ncnc2N1CCC(c2ccccc2)CC1 | ? |
| COc1ccc(NC(=O)CSc2nc3ccccc3n2Cc2cccc(OC)c2)cc1 | -7.5% |
| CCNC(=O)c1ccccc1-c1ccc(O)cc1 | 19.2% |
| O=C(NCc1ccc2c(c1)OCO2)c1nc(-c2ccc(F)cc2)c2cnccn12 | ? |
| O=C(Cn1nc2c(cc1=O)CCCC2)NCCCc1nc2ccccc2[nH]1 | -23.6% |
| COc1ccc(NC(=O)CN2C(=O)NC3(CCC(C)CC3)C2=O)c(OC)c1 (stereo not drawn) | 1.2% |
| COc1ccc(NC(=O)c2ccc(C3Nc4ccccc4S(=O)(=O)N3)cc2)cc1OC (stereo not drawn) | ? |
| CC(C)C[C@@H]1N[C@H](C(=O)NC2CCC2)Cc2cn(CC3CC3)c3cccc1c23 | -14.5%[86.2 µM] |
| O=C(O)c1ccccc1S(=O)(=O)Cc1ccccc1 | -10.1% |
| COc1ccc(C(=O)N[C@@H]2CCC[C@@H]2C(=O)NCCCn2cccn2)cc1 | -10.7% |
| CSc1cccc(NC(=O)c2cc3c(COC(C)=O)cnc(C)c3oc2=O)c1 | -4.1% |
| CN1CCC(C)(CNc2ncc(C(C)(C)C(=O)O)c(N3CCOCC3)n2)C1 (stereo not drawn) | -8.4% |
| CSCC(=O)N[C@H]1CCN2C(=O)c3cc(Br)ccc3NC(=O)[C@@H]2C1 | ? |
| Cc1ccc(/C(=N/O)c2cccs2)cc1 | 24.0% |
| O=C(NCc1nnc2n1C(C(=O)O)CC2)c1ccc2c(c1)OC(F)(F)O2 (stereo not drawn) | 25.1µM* |
| CC(C)CCNC(=O)c1ccc2c(c1)N(C)C(=O)c1ccccc1S2 | -30.0% |
| O=C(NC[C@H]1O[C@@H](CO)[C@@H](O)[C@H]1N1CCN(c2ccc(F)cc2)CC1)c1cccs1 | -3.7% |
| Cc1ccccc1CC(=O)N1CCCn2cc(-c3cccc(C#N)c3)nc21 | 22.4µM* |
| Cc1ccc(NC(=O)CSc2nnc(OC(C)C)s2)c(Cl)c1 | -3.3% |
| COc1cccc(C(=O)N2CCC3(CC2)CC(=O)N(c2ccccc2)c2ccccc2O3)c1 | -11.9% |
| COc1ccc(NC(=O)COc2ccc3c(C)cc(=O)oc3c2C)cc1 | 0.2% |
| CCOCCCNC(=O)/C=C/c1ccc(-c2ccc(F)cc2)s1 | ? |
| O=C(C[C@@H]1CCNC[C@@H]1Cc1cc(-c2ccccc2)on1)NCc1cccs1 | -26.1%[86.2 µM] |
| CC(C)(Oc1ccccc1)C(=O)N1CCC2(CC1)CNC(C(=O)O)C2 (stereo not drawn) | -12.4% |
| COC(=O)c1sc(C(F)(F)F)c(-c2ccccc2)c1S(=O)(=O)N(C)C | -37.8% |
| CCc1ccc(NC(=O)c2ccc(-c3ccccc3)s2)cc1 | ? |
| CCC1Oc2ccc(NC(=O)Cc3ccccc3)cc2CN(Cc2ccc3c(c2)OCO3)C1=O (stereo not drawn) | -16.1% |
| Cc1ccc(-c2c3c(nc4sc5c(c24)CCCC5)CC(C)(C)CC3=O)cc1 | 1.2% |
| Cc1cc(CNC(=O)C(C)Cn2nc(C)nc2C)c2[nH]c(-c3ccccc3)c(C)c2c1 (stereo not drawn) | i |
| CCc1cc(=O)n(CC(=O)Nc2ccc(F)cc2)c(-c2ccccc2)n1 | -9.2% |
| Cc1ccc(C)c(-n2nnc(C(=O)Nc3ccc(Br)cc3)c2C)c1 | ? |
| CN(C)S(=O)(=O)c1ccc2c(c1)N(CC(=O)N1CCN(c3ccc(F)cc3)CC1)CCS2 | ? |
| COc1ccc(NC(=O)N2CCC3(CC2)SCC(=O)N3c2ccc(Cl)cc2)cc1 | -18.8% |

(further entries)
| SMILES | KDM5B inh |
| --- | --- |
| CC(C)CC(=O)N1CCCN(c2nnc3ccccn23)CC1 | 25.1µM* |
| O=C(CC1C(=O)OCCN1Cc1ccccc1)Nc1ccc(F)cc1 (stereo not drawn) | -27.1% |
| COc1ccc(CN(C)C(=O)CSc2nc(-c3cccs3)nc3ccccc23)c(OC)c1OC | ? |
| CC1([N+](=O)[O-])COC2(OC1)C(=O)Nc1ccccc12 (stereo not drawn) | 23.7% |
| O=C(O)c1cc(-c2ccc3cc[nH]c3c2)cc(S(=O)(=O)N2CCSCC2)c1 | ? |
| COCCNC(=O)c1c(-c2ccc(F)cc2)noc1[C@H](C)O | 34.7%[activator][86.2 µM] |
| Cc1cccc(C)c1OCc1cc(C(=O)N(C)Cc2cc(C3CC3)n[nH]2)no1 | 12.8% |
| Cc1ccc(NC(=O)C2CCN(c3nc4ccccc4[nH]3)CC2)c(C)c1 | -8.2% |
| Cc1occc1C(=O)N1CCC2(CCCN(Cc3cccnc3)C2=O)C1 (stereo not drawn) | ? |
| CC(C)(C)c1ccc(C(=S)NCCCN2CCCC2=O)cc1 | -17.3% |
| CCCc1nn2c(=O)cc(CSCC(=O)Nc3ccccc3)nc2s1 | 15.2% |
| c1cc(-c2noc([C@@H]3CCCN3Cc3ncc[nH]3)n2)cc(N2CCCC2)n1 | 39.8µM* |
| N#CC1(NC(=O)COC(=O)c2cc(=O)[nH]c3ccccc23)CCCCC1 | ? |
| Cc1c(CNC(C)CCc2ccccc2)c(C(=O)O)c(C)n1Cc1ccc(F)cc1 (stereo not drawn) | -8.0% |
| CC(C)n1cc(CN2C[C@@H]3C(=O)N(Cc4ccc5c(c4)OCO5)C(=O)[C@@H]3C2)c2ccccc21 | ? |
| O=C(O)c1ccc(COc2ccc(Cl)cc2Cl)cc1 | 24.1% |
| O=C(Nc1ccc2[nH]ccc2c1)C1=NO[C@@H]2CN(c3ccccc3)C[C@H]12 | -15.2%[86.2 µM] |
| CCN(CC)C(=O)N1CCCC(Cc2ncc(C)n2Cc2ccc(F)cc2)C1 (stereo not drawn) | -6.6% |
| COc1ccc(NC(=O)N2CCC3(CC2)SCC(=O)N3c2ccc(F)cc2)cc1 | -21.9% |
| Cn1cccc1CN1CCCC(C(=O)NCc2ccccc2)CCNC(=O)CC1 (stereo not drawn) | ? |
